High-throughput results: PubChem, several laboratories
HTR1E antagonist: 5-HT1E receptor antagonists, primary screen, cell-based, HTS. 5-hydroxytryptamine receptor 1E (Homo sapiens), P28566. CHO 5-HT1E Ga15 NFAT-bla reporter, FRET, antagonist. inhibition, % at 6 µM. hit rate 0.99% among 65,000. AID 571, 2007;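 active means inhibition above a set limit, the mean inhibition across every tested compound plus 3 SD, cut at about 29% in these data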;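 further: signal is the 460 over 535 nm emission ratio of beta-lactamase substrate; 0% = agonist plus DMSO wells and 100% = wells without agonist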
S1P3 ag: human S1P3 receptor agonists, primary screen, cell-based, primary and confirmation, NFAT-BLA reporter; S1P3 NFAT-BLA reporter cells, agonism, FRET ratio; relative to 1 µM S1P, basal subtracted; activation, % at 4.5 µM; hit rate 0.1% among 60,000;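 active means activation above the screen-wide mean plus 3 SD, cut at about 4.5% in these data, passing the limit was not always enough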; further: some compounds called inactive have numbers as strong as hits
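Measure – % activation relative to 1 µM S1P (100%), per plate · System – stable CHO line with human S1P3, Gα16, NFAT-BLA reporter · Timing – cells plated overnight, compound 4 h 37 °C, substrate 2 h RT · Technique – fluorescent BLA substrate, ex 405 nm, em 460/535 nm ratio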
HTR1E agonist: 5-HT1E receptor agonists, primary screen, cell-based, HTS; 5-hydroxytryptamine receptor 1E (Homo sapiens), P28566; CHO 5-HT1E Ga15 NFAT-bla reporter, FRET; 0% DMSO wells, 100% control agonist wells; activation, % at 6 µM; hit rate 0.69% among 65,000; AID 574, 2007;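 active means activation above a set limit, the screen-wide mean activation plus 3 SD, cut at about 8.5% in these data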;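 further: 100% = positive control agonist at 1 µM giving full maximal response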
RORA act: activators of orphan receptor RORA, primary screen, cell-based, luminescence; Nuclear receptor ROR-alpha (Homo sapiens), P35398; CHO-K1 Gal4-RORA LBD luciferase reporter; percent increase over mock-subtracted basal signal; activation, % at 10 µM; hit rate 1.5% among 65,000; AID 560, 2006;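 active means activation above the mean of all tested compounds plus 3 SD, cut at about 49% in these data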;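 further: 0% = DMSO-treated RORA cells and 100% = added signal equal to DMSO minus mock-transfected cells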
Target sequence (P35398 whole entry, looked up, the tested form may be a part): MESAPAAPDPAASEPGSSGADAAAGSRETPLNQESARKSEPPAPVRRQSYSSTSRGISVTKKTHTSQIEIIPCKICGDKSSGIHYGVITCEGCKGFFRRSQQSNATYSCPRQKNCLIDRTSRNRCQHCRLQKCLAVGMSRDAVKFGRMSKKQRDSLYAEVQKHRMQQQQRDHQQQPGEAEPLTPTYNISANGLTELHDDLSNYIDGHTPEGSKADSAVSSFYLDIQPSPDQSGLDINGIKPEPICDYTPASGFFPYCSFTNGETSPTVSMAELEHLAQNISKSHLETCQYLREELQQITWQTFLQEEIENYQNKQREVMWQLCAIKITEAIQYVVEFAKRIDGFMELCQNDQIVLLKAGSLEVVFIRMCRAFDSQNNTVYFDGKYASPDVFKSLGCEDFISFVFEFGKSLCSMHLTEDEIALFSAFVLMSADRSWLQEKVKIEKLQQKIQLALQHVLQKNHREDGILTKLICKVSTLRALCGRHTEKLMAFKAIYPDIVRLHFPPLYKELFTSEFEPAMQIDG
tolC growth inh: growth inhibitors of E. coli tolC mutant, primary screen, strain BW25113 ΔtolC::kan, 384-well; OD615; growth inhibition, % at 10 µM (by protocol); hit rate 2.2% among 65,000;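 active means growth inhibition at or above a cutoff equal to the mean over every tested compound plus 3 SD, cut at about 60% in these data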;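 further: growth measured after 20 h incubation at 37 °C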
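signal = optical density read at 615 nm | test system = E. coli ΔtolC::kan strain BW25113 | timing = 20 h compound exposure of bacteria at 37 °C | buffer or medium = LB medium plus 50 µg/mL kanamycin | compound dosing = 10 µM final, single dose | evaluation = % inhibition of E. coli growth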
SF1 activator: activators of human SF-1, primary screen, cell-based, CHO-K1, Gal4-SF-1 LBD, luciferase luminescence | CHO-K1 Gal4-SF-1 LBD luciferase reporter; % increase over DMSO SF-1-specific signal | activation, % at 10 µM | Steroidogenic factor 1 (Homo sapiens), Q13285 | hit rate 1.9% among 65,000 | AID 522, 2006;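 active means activation above the mean activation of all tested compounds plus 3 SD, cut at about 50% in these data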
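Material: Gal4–SF-1 LBD one-hybrid luciferase reporter in CHO-K1 cells | Amount: 4,000 cells per well | Compound dosing: 10 µM single point, 1% DMSO | Schedule: 20 h compound treatment, 37 °C | Measured by: SteadyLite luciferase luminescence | Evaluation: Percent activation versus DMSO | Control set: DMSO-treated SF-1-transfected cells as negative, DMSO-treated mock-transfected cells lacking SF-1 as background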
AP complement: alternative complement pathway inhibitors, primary screen, biochemical, ELISA, human serum, orthogonally pooled compounds; inhibition, % at 5 µM; LPS-coated ELISA, C3 deposition; tested in compound mixtures; AID 1235, 2008; hit rate 0.08% among 62,000;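 active means inhibition above 30% in each of the two pooled mixtures holding the compound, so the lower value exceeds 30%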;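 further: 0% = serum in Mg-EGTA without compound and 100% = EDTA serum blank; some compounds past the cut are filed as inactive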
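Test system: human serum complement alternative pathway, C3 deposition onto LPS / Medium: Mg2+-EGTA GVB++ buffer containing human serum at 1:15 dilution / Probe or stimulus: Plate-bound LPS / Times: 1 h at 37 °C / Signal: ELISA with HRP anti-human C3 antibody, TMB substrate, absorbance 450 nm / Measure: percent inhibition / Repeats: two pool placements per compound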
S1P1 ag-PAM: S1P1 agonists and agonism potentiators, primary screen, cell-based, primary and confirmation screens, CRE-bla reporter. hit rate 0.57% among 56,000. Sphingosine 1-phosphate receptor 1 (Homo sapiens), P21453. AID 449, 2006. S1P1 CRE-bla cells, forskolin, beta-lactamase FRET, potentiator mode; S1P1 agonist co-added at EC20, 2 nM; 100% = saturating reference agonist, 0% = basal. activation, % at 9.5 µM;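 active means activation above a cutoff set at the mean activation of all tested compounds plus 3 SD, cut at about 54% in these data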;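 further: forskolin at 4 µM as EC80 and the EC20 agonist is SEW2871; 100% = SEW2871 at its EC100 plus forskolin at EC80; some compounds past the cut are filed as inactive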
5HT1a antag: human 5-HT1a receptor antagonists, primary screen, cell-based, CHO, Ga15 NFAT-bla reporter; CHO 5-HT1a Ga15 NFAT-bla reporter, antagonist mode; inhibition, % at 10 µM; hit rate 0.68% among 62,000;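 active means inhibition above the mean of all tested compounds plus 3 SD, cut at about 43% in these data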;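 further: receptor stimulated by 5-CT agonist at 100 nM near EC80; beta-lactamase reporter measured by ratiometric fluorescence of a cleavable substrate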
Target sequence (P08908 whole entry, looked up): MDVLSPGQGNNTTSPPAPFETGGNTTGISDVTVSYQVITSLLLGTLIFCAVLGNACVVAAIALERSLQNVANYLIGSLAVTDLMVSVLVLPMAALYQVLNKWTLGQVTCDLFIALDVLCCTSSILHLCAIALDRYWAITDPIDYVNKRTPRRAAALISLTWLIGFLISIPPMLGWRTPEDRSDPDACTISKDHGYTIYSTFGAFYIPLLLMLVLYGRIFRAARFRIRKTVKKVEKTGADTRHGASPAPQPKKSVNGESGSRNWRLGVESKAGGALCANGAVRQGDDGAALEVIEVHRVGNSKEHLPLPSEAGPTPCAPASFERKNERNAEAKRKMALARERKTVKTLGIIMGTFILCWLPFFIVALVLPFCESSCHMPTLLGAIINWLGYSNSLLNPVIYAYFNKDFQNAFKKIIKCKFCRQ
Active calls of the source: *; / = not tested or not shown; & = joins results of further samples.

Each structure is followed by: HTR1E antagonist	S1P3 ag	HTR1E agonist	RORA act	tolC growth inh	SF1 activator	AP complement	S1P1 ag-PAM	5HT1a antag
c1ccc(-n2ncc3c(N4CCCC4)ncnc32)cc1
    3	-1.9	0.2	-23	4	9	/	-12	/
CC(=O)c1cc2c(=O)c3ccccc3oc2nc1C
    -24	-2.9	-0.2	2	7	36	/	-4	/
Cc1c(NC(=O)CN2CCCc3ccccc32)c(=O)n(-c2ccccc2)n1C
    2	0.7	0.1	12	-9	6	-3	1	-3
CC1(C)OC(=O)C(=CNc2cccc(O)c2)C(=O)O1
    -5	-1.0	-0.8	12	-17	14	5	2	7
COc1ccc(C2CC(C(F)(F)F)n3nc(C(=O)O)c(Cl)c3N2)cc1OC (centres undefined)
    -2	-0.4	-0.2	5	-6	29	3	-18	2
Cc1cc(C)c2nc(N3CCC(C(=O)N4CCN(c5ncccn5)CC4)CC3)sc2c1
    -8	0.3	-0.1	2	8	2	14	10	-5
CN(C)c1nc(N2CCOCC2)nc(N(c2ccccc2)c2ccccc2)n1
    10	-1.5	-0.5	-17	7	-11	-6	5	11
Cc1ccc(C)c(NC2=NC3(CCCCC3)N=C(N)N2)c1
    -4	-0.8	0.1	-6	-2&-9	-22	/	-12	-9
CCCCC(=O)Nc1cccc(NC(=O)c2ccc(Br)o2)c1
    4	-0.8	-0.7	-9	22	-10	19	1	6
CCc1cc2cc3c(cc2nc1SCC(=O)N1CCN(C(=O)c2ccco2)CC1)OCO3
    0	-0.8	2.1	-3	22	-12	-10	-7	4
CCOC(=O)c1ccc(N2C(=O)CC(Sc3nnc(C)s3)C2=O)cc1 (centres undefined)
    6	-3.3	-1.4	-16	-14	-7	1	14	/
Cc1nc(N)sc1-c1csc(Nc2ccccc2)n1
    -2	-1.0	0.0	50*	6	90*	10	/	11
CN(CC(=O)N1CCN(C2CCCCC2)CC1)S(=O)(=O)c1cccc2nsnc12
    2	-1.5	-1.8	-6	-2	-2	15	-3	0
O=C(Nc1ccc(Oc2ccccc2)cc1)c1cnc2n(c1=O)CCS2
    11	-1.3	0.2	-35	-1	-30	21	94*	-3
O=C(c1cc2nc(C3CC3)cc(C(F)(F)F)n2n1)N1CCCC1
    3	0.5	-0.6	5	12	8	-1	/	5
Cc1ccc(-c2c3c(=O)n(C)c(=O)n(C)c3cn2Cc2ccccn2)cc1
    3	-1.0	-1.7	-3	-11	-5	10	7	1
COc1ccc(C(=O)CSc2nnc(Cc3ccccc3)o2)cc1
    -1	-0.4	-0.5	-7	1	15	8	9	-2
Cn1c(CNC(=O)c2ccco2)nnc1SCC(=O)N1c2ccccc2Sc2ccccc21
    -5	-0.3	0.2	10	5	0	19	-6	-5
CCNC(=O)N1CCNC(=O)C1CC(=O)Nc1ccc(C(=O)OCC)cc1 (centres undefined)
    -5	-0.4	0.7	-14	-12	-17	-1	-12	-11
O=C(c1ccc(Cl)s1)N1CCOCC1
    -1	-0.7	-0.4	-2	-6	5	7	-3	4
Cn1c(SCC(=O)Nc2cc(=O)n(C)c(=O)n2C)nnc1C12CC3CC(CC(C3)C1)C2
    2	-1.1	0.4	6	0	-1	-4	-19	-2
CCOC(=O)c1cnc(N2CCOCC2)[nH]c1=O
    -8	0.3	1.6	-8	-17	7	-3	-2	-14
CC1CN(C(=O)c2cc(S(=O)(=O)N3CCCC3)c(Cl)cc2Cl)CC(C)O1 (centres undefined)
    0	-1.6	0.3	1	-11	18	-2	/	0
Cc1ccc(-c2nnn(CC(=O)NCC3COCCO3)n2)o1 (centres undefined)
    2	-1.6	-0.6	-4	-19	-13	0	-22	-10
Cn1c(SCC(=O)NCc2ccc3c(c2)OCO3)nc2scc(-c3cccs3)c2c1=O
    2	-0.9	-0.3	-1	6	-18	17	-9	-4
COC1CCCCC1Nc1cccc(SC)c1 (centres undefined)
    -7	0.0	-1.5	-15	16	-9	1	-33	10
O=C(OCc1nc2ccccc2s1)c1ccc(Br)s1
    -1	0.2	1.2	-2	25	24	11	-4	-2
CCN1CCN(CC(=O)Nc2cccc(C)c2C)C(=O)C1=O
    -4	-0.9	0.0	16	-11	10	30	-2	3
COc1cc(CN(C(=O)c2ccco2)c2ccc(C)cc2)ccc1O
    1	-1.1	0.1	-18	21	-13	4	/	9
COC(=O)C1CCN(C(=O)c2ccc(SC)cc2OC)CC1
    2	0.7	0.1	0	-10	1	-5	-3	5

Each structure is followed by: HTR1E antagonist	S1P3 ag	HTR1E agonist	RORA act	tolC growth inh	SF1 activator	AP complement	S1P1 ag-PAM	5HT1a antag
CCOCCn1c(SCCc2ccccc2)nc2c1c(=O)[nH]c(=O)n2C
    6	-0.4	1.6	2	3	0	2	-6	0
CN(C)CCNC(=O)c1ccc(Cl)s1
    -10	0.0	-0.6	-3	-8	-10	11	-2	-10
O=S(=O)(c1ccc(Cl)cc1)c1ccccn1
    4	/	-0.8	-5	-1	8	8	/	-3
C=CCc1c(C)c(C#N)c2nc3ccccc3n2c1N1CCN(C)CC1
    2	-4.2	-0.5	18	7	24	/	-16	/
N/C(=N\O)c1ccc(NC(=O)c2cccs2)cc1
    -4	-1.1	0.0	36	-8	52*	-1	-14	10
O=C(COc1nc2ccccc2nc1N1CCOCC1)N1CCc2ccccc21
    -7	0.8	-0.3	-4	-6	-3	-24	14	12
CCc1c(C)[nH]n(CCC#N)c1=O
    1	-0.7	-0.1	-15	-18	2	-4	-4	10
O=C(CCCn1c(=O)[nH]c2cc(Cl)ccc2c1=O)NCC1CCCO1 (centres undefined)
    -6	0.9	-0.9	8	-25	20	7	-9	6
OC1CCN(c2ncnc3c2nnn3Cc2c(F)cccc2Cl)CC1
    -1	-0.7	-0.7	17	5	-21	27	-40	-3
CCOC(=O)Cn1c(CN(Cc2ccccc2)Cc2ccccc2)nc2c1c(=O)n(C)c(=O)n2C
    -14	-0.2	0.9	3	35	-28	-11	-23	-2
Cc1ccc(N2C(=O)C3C4C=CC(C4)C3C2=O)cc1C (centres undefined)
    -8	/	-0.1	0	1	4	7	/	-5
CN(Cc1ccncc1)C1CC(=O)N(c2ccc(Cl)cc2)C1=O (centres undefined)
    8	0.1	0.3	3	-10	-13	-6	8	0
COc1ccc(NC(=O)CSc2nccn2-c2cccc(OC)c2)cc1
    0	-0.8	0.5	-22	8	-4	-2	-10	13
Cc1ccc(OCC(=O)Nc2ccc(-c3nc4ncccc4o3)cc2)cc1
    -3	0.4	-0.1	2	11	16	17	/	3
Cc1cc(C(=O)Nc2sc3c(c2C#N)CCC(C)C3)cs1 (centres undefined)
    -6	-0.5	1.0	91*	-11	33	16	14	13
Cc1cc(C)cc(C(=O)n2cnnc2N)c1
    -2	-0.7	-0.1	3	-8	-15	4	21	13
CC(C)=CCCC(C)N(C=O)C(C)CCC=C(C)C (centres undefined)
    2	-0.5	0.0	7	6	14	-16	-17	0
COC(=O)c1ccccc1NC(=O)n1cc(C)cn1
    -6	-0.9	-1.6	1	-13	22	-2	-9	10
COc1ccc(OC(=O)CCCN2C(=O)c3ccccc3C2=O)cc1
    -8	/	-1.2	-8	-14	-12	-1	/	4
CCOC(=O)CSc1nc2cc(C(=O)N3CCC(C(N)=O)CC3)ccc2c(=O)n1-c1ccccc1
    3	/	0.3	-2	-12	-4	-7	/	4
O=C(c1ccccc1F)N1CCN(c2ccccc2)CC1
    5	-0.6	-0.6	1	-5	-3	-13	-10	0
CC(NC(=O)NCC1CCCO1)(C(F)(F)F)C(F)(F)F (centres undefined)
    0	-0.4	-0.9	7	-10	5	-5	-2	7
CN(C(=O)c1cccc(C#N)c1)c1nnc(C2CCOC2)s1 (centres undefined)
    -2	-1.6	-0.4	0	-17	-5	-4	8	10
COc1ccc(OC)c(C2=Nn3c(nnc3-c3ccco3)SC2)c1
    11	0.4	0.4	3	22	14	/	-48	/
COc1ccc(C(=O)Nc2cccc(C)c2)cc1
    7	-2.0	-0.1	41	6	-1	5	-16	14
O=C(CC(=O)N1CCN(c2ccccn2)CC1)Nc1ccc2nc3n(c(=O)c2c1)CCCCC3
    0	-0.4	0.5	5	-18	1	7	-32	-11
